Screening results from PubChem BioAssay.
DT40 TDP1 CPT: growth inhibition of DT40 Tdp1-/-;hTDP1 cells with camptothecin (screen for TDP1 inhibitors). AID 686979. 420,000 compounds, 12% hits. chicken DT40 Tdp1-/-;hTDP1 cells + 20 nM CPT, ATP luminescence, 48 h. Potency, µM (titrated, usually from 46.2 µM), without a hit: top-dose activity change, negative = growth inhibition, actives largely listed as inhibitors; note: nearly all actives have a fitted effect of over 55% in size
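Cell growth measured by CellTiter-Glo luminescence after a minimum 48 h, 37 C compound exposure with 20 nM CPT in Tdp1-knockout DT40 cells stably expressing hTDP1, seeded 400/well; qHTS titration format.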
DT40 TDP1 no CPT: qHTS for Inhibitors of human tyrosyl-DNA phosphodiesterase 1 (TDP1): qHTS in cells in absence of CPT; DT40 Tdp1-/- hTDP1 cells, no CPT, ATP luminescence, 48 h; Potency, µM (top dose mostly 46.2 µM), for the others: at the highest dose activity change, negative = growth inhibition, usual class: inhibitors; 420,000 compounds, 15% hits; note: nearly all actives have a fitted effect of over 55% in size
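Chicken DT40 Tdp1-/- cells stably complemented with human TDP1 were seeded at 400 cells/well with DMSO in place of 20 nM camptothecin. After compound pinning, cells grew at least 48 hr at 37 °C; viability read by CellTiter-Glo luminescence.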
TDP1 block: blocks human tyrosyl-DNA phosphodiesterase 1 | 350,000 compounds, 0.28% hits | recombinant TDP1, AlphaScreen DNA substrate cleavage | Potency, µM (doses to about 130 µM), inactives show at the highest dose activity change, negative = inhibition, actives largely listed as inhibitors | Q9NUW8 | AID 485290; note: nearly all actives have a fitted effect of over 40% in size
Target sequence (Q9NUW8 whole entry, looked up): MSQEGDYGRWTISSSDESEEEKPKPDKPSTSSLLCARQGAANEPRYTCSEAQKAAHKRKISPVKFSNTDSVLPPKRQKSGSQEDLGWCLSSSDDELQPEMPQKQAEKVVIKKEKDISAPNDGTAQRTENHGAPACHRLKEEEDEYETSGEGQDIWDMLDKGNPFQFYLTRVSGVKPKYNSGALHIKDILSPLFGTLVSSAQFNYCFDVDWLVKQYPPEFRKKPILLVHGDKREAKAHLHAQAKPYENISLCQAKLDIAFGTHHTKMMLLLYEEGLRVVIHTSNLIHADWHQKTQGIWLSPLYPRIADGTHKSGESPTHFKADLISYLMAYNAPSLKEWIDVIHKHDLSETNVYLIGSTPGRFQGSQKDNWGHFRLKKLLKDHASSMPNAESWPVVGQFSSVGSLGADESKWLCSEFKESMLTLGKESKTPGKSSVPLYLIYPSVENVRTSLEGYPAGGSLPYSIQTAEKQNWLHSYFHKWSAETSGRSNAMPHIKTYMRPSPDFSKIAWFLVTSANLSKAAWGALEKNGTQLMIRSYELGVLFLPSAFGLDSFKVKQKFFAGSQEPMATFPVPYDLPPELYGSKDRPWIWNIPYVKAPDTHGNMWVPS
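AlphaScreen read-out: signal falls as enzyme removes the 3' tyrosine-FITC from a 5'-biotinylated DNA oligo (15 nM, 5 min, RT). Enzyme was E. coli-made recombinant Tdp1 at 1 nM, exposed to compound for 15 min beforehand; beads 10 ug/ml, 10 min.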
The depositor's hits bear a star; ? = inconclusive; / = not tested or not shown; & = joins results of further samples; [ ] = dose if it differs, or a comment. Calls come from the whole dose curve; as a rule, active = well fitted curve in the direction sought with a large enough effect; inconclusive = small, poorly fitted or top-dose-only effect, or another doubt; inactive = no such curve, though single readings can be large; an effect the other way counts as inactive or inconclusive. % is set by controls: 0 for no effect and ±100 for the full control effect; potency is the fitted concentration of half-maximal effect.

SMILES	DT40 TDP1 CPT	DT40 TDP1 no CPT	TDP1 block
O=C(NC1=CC(=O)c2ccccc2C1=O)c1ccccc1	0.651µM*	1.16µM*	/
Cn1cccc1C(=O)NC(=O)COC(=O)c1ccccc1Sc1ccccc1C#N	-11.3%	-8.2%	6.2%
CNC(=O)C1CCN(S(=O)(=O)c2c(C)noc2/C=C/c2cccc(C)c2)CC1	-10.1%	-2.4%	2.0%
CN(CC(=O)Nc1ccc(F)cc1)S(=O)(=O)c1ccc2c(c1)c(=O)n(C)c(=O)n2C	-6.5%	-2.5%	3.1%
O=C(O)c1cc2cccc([N+](=O)[O-])c2[nH]1	-114.9%&-1.1%	-9.8%&-2.1%	/
COc1ccc(OCCNS(=O)(=O)c2cccc([N+](=O)[O-])c2)cc1	3.4%	-24.4%	6.0%
COC(=O)c1ccc(-n2cc(-c3ccc(OC)cc3)[nH]c2=S)cc1	-2.2%	-0.5%	2.6%
CC(Sc1nnc(Cc2ccccc2)o1)C(=O)Nc1ccccc1[N+](=O)[O-] (stereo not given)	-7.7%	-27.5%	1.7%
O=C1C2C(C(=O)N1c1nccs1)C1C=CC2C12CC2 (stereo not given)	-9.2%	21.5%	-7.7%
COc1cc(CC(=O)Nc2ccccc2N2CCCCC2)cc(OC)c1OC	?	?	-2.7%

Single records (already shown).
Entry for CC(Sc1nnc(Cc2ccccc2)o1)C(=O)Nc1ccccc1[N+](=O)[O-] (stereo not given) = DT40 TDP1 CPT: -7.7%; DT40 TDP1 no CPT: -27.5%; TDP1 block: 1.7%
Entry for Cn1cccc1C(=O)NC(=O)COC(=O)c1ccccc1Sc1ccccc1C#N = DT40 TDP1 CPT: -11.3%; DT40 TDP1 no CPT: -8.2%; TDP1 block: 6.2%

Additional structures
SMILES	DT40 TDP1 CPT	DT40 TDP1 no CPT	TDP1 block
O=C(O)c1ccc2c3c(ncnc13)-c1ccccc1C2=O	23.1µM*	23.1µM*	-2.1%
CC1CCCC(NCC(=O)Nc2ccc(C(N)=O)cc2)C1C (stereo not given)	8.3%	-2.7%	-0.5%
CC(C)c1ccc(CCNC(=O)CCNS(=O)(=O)c2ccc(Br)cc2)cc1	-30.0%	-16.9%	-2.8%
O=C(NCCN1CCOCC1)c1cc([N+](=O)[O-])cc([N+](=O)[O-])c1	6.0%	5.5%	/
Cc1ccc(S(=O)(=O)N2CCC(=O)N(C(COCc3cccc(C(F)(F)F)c3)Cc3ccccc3)CC2)cc1 (stereo not given)	?	20.6µM*	1.3%
COc1ccc(OCC(=O)Nc2cccc(NC(=O)COc3ccc(OC)cc3)n2)cc1	?	?	-2.2%
CCOC(=O)c1ccc2c(c1)nc(SCC(=O)c1ccco1)n2CC	7.2%	-8.4%	0.0%
Cc1cc(=O)[nH]c(SCC(=O)c2ccc(C)c(C)c2)n1	-27.6%	?	6.0%
O=C(O)c1cccc(-n2nnnc2SCc2ccccn2)c1	-6.8%	5.1%	-1.1%
COc1ccc(-n2cnc3cc(C(=O)NCCN4CCOCC4)ccc32)cc1	-13.2%	-10.3%	6.9%
c1ccc(CSc2ccc3nnc(-c4cccnc4)n3n2)cc1	?	?	2.7%
O=C(O)CCSc1nnnn1-c1ccccc1	-17.4%	-5.3%	3.9%
CC1=C(C(=O)Nc2ccc(C)cc2C)C(c2cccc(Cl)c2)n2nc(C(=O)OC(C)C)nc2N1 (stereo not given)	?	?	5.3%
Nc1nonc1-c1noc(-c2ccc(Br)o2)n1	-12.9%	-1.1%	5.2%
O=S(=O)(c1ccc(OCC(O)CN2CCCC2)cc1)N1CCOCC1 (stereo not given)	-0.3%	6.3%	3.4%
CCOC(=O)C1CC(=NO)c2ccc(OC)c(OC)c2C1 (stereo not given)	-8.0%	?	/
CN(c1cccc(NC(=O)Nc2ccc(Cl)cc2)c1)S(C)(=O)=O	?	25.9µM*	5.0%
Cn1c(N)c(C(=O)COC(=O)/C=C/c2ccccc2)c(=O)n(C)c1=O	-23.5%	?	1.4%
CCn1cc(/C=C(\NC(=O)c2ccccc2Cl)C(=O)N2CCN(C)CC2)c2ccccc21	-21.6%	?	/
COCCN1C(=O)N(c2cccc(OC)c2)C(=O)C1CC(=O)Nc1ccccc1 (stereo not given)	8.6%	-8.0%	3.8%
CC(=O)N1CCc2cc(S(=O)(=O)NCC(=O)NCc3ccccc3Cl)ccc21	-22.1%	23.3%	3.2%
COc1ccc(C2CC(c3ccccc3)=NN2C(=O)COC(=O)c2cccc(S(=O)(=O)N3CCOCC3)c2)cc1 (stereo not given)	-0.8%	?	2.3%
O=C(CCNC(=O)N1CC(=O)Nc2ccccc21)NCCc1cccc(F)c1	8.4%	21.5%	0.0%
O=C1NC(=S)SC1=C1CCCC1	1.4%	1.2%	/
C/C(=N/NS(=O)(=O)c1cccc([N+](=O)[O-])c1)c1ccncc1	?	?	4.3%
O=C(Oc1ccccc1)N1CCC2(CC1)CCN(c1ccccc1)CC2	?	18.4µM*	/
CS(=O)(=O)Nc1cccc(NC(=O)C2Cc3c(-c4ccccc4)ccnc3O2)c1 (stereo not given)	10.3µM*	7.31µM*	/
CC(OC(=O)c1ccc(S(=O)(=O)N(C)c2ccccc2)cc1)C(=O)NCCC1=CCCCC1 (stereo not given)	-5.8%	?	5.5%
Cc1ccc(C(=O)NCC(=O)N2CCCCCCC2)cc1C	-2.3%	6.3%	1.6%
CCN(CC(=O)NC(=O)NCc1ccccc1)Cc1ccccc1	-27.3%	-10.3%	0.2%
CCOc1ccc(NC(=O)N2CCN(C(=O)c3nsc4ccccc34)CC2)cc1	?	?	-5.4%
Nc1ncnc2c1CN(Cc1ccccc1)CC2	-3.0%	-2.6%	/
CC1CCCN(CCCNC(=O)c2cc3c(Cl)nc4ccccc4c3s2)C1 (stereo not given)	10.3µM*	7.31µM*	3.4%&5.8%
O=C(CCN1C(=O)C2C3C=CC(C3)C2C1=O)NCc1cccnc1 (stereo not given)	-0.1%	-11.4%	0.0%
CN(C)c1ccc(C(O)c2cc3ccccc3s2)cc1 (stereo not given)	-10.0%	?	/
O=C(CSc1nnc(-c2cccs2)n1-c1cccc(Cl)c1)c1cccc2c1OCCO2	?	16.4µM*	-3.5%
COc1cccc(NC(=O)c2ccc3nsnc3c2)c1	3.1%	?	8.2%
COc1ccc(OCC(=O)Nc2cccc(NC(=O)c3ccco3)c2)cc1	7.5%	?	-5.1%
COc1ccc(NC(=O)C(C)N(C)Cc2ccc3ccccc3c2)cc1 (stereo not given)	?	13µM*	1.9%[0.0935 µM]
NNc1nc(-c2ccccc2)c2ccccc2n1	4.3%	-2.8%	2.4%
COC(=O)c1ccc(COc2ccc(/C=N/NC(=O)C(=O)Nc3ccc(OC)cc3)cc2OC)o1	-8.0%	-23.3%	0.0%
COc1cccc(CN2CCNC(=O)C2CC(=O)NCCN2CCCCC2=O)c1 (stereo not given)	-1.9%	23.7%	2.5%
C#CCn1c(=NC(=O)CN2C(=O)CCC2=O)sc2cccc(C)c21	-17.7%	?	0.0%
Cc1ccc(/S(C)=N/S(=O)(=O)c2ccc(C)cc2)cc1 (stereo not given)	?	-26.5%	4.0%
CCN(CC)C(=O)c1sc2c(c1C)c(=O)n(CCc1ccccc1)c(=O)n2Cc1cccc(Cl)c1	23.1µM*	14.6µM*	-4.4%
CC1(C(=O)Nc2nc3ccccc3s2)CC1(Br)Br (stereo not given)	-23.4%	-20.5%	/
Cc1cc(C(=O)N2CCCC(N3CCN(c4cccc(Cl)c4)CC3)C2)no1 (stereo not given)	?	?	4.8%
CC(c1ccon1)N(C)C(=O)c1ccc(OC2CCN(C(=O)C3CC3)CC2)cc1 (stereo not given)	-2.8%	-13.1%	6.0%
CC(N)C12CC3CC(CC(O)(C3)C1)C2 (stereo not given)	-9.8%	4.7%	-4.2%
O=C(CSc1nnc(-c2ccc(O)cc2)n1Cc1ccco1)c1cccs1	?	?	3.6%

Next section, overlapping the part above by seven compounds.
SMILES	DT40 TDP1 CPT	DT40 TDP1 no CPT	TDP1 block
Cc1ccc(/S(C)=N/S(=O)(=O)c2ccc(C)cc2)cc1 (stereo not given)	?	-26.5%	4.0%
CCN(CC)C(=O)c1sc2c(c1C)c(=O)n(CCc1ccccc1)c(=O)n2Cc1cccc(Cl)c1	23.1µM*	14.6µM*	-4.4%
CC1(C(=O)Nc2nc3ccccc3s2)CC1(Br)Br (stereo not given)	-23.4%	-20.5%	/
Cc1cc(C(=O)N2CCCC(N3CCN(c4cccc(Cl)c4)CC3)C2)no1 (stereo not given)	?	?	4.8%
CC(c1ccon1)N(C)C(=O)c1ccc(OC2CCN(C(=O)C3CC3)CC2)cc1 (stereo not given)	-2.8%	-13.1%	6.0%
CC(N)C12CC3CC(CC(O)(C3)C1)C2 (stereo not given)	-9.8%	4.7%	-4.2%
O=C(CSc1nnc(-c2ccc(O)cc2)n1Cc1ccco1)c1cccs1	?	?	3.6%
COC(=O)/C=C/c1ccc(-n2ccnc2)cc1	14.4%	0.2%	0.0%
Cc1ccc(-c2cc(-c3coc4ccccc4c3=O)c3c(n2)-c2ccccc2OC3)cc1	?	-25.7%	3.2%
Nn1c(Cc2ccccc2)nc2sc3c(c2c1=O)CCC3	?	?	0.0%
Clc1ccc(SCCn2cncn2)cc1	-15.0%	-15.7%	4.5%
O=c1c(/C=C(\O)c2ccccc2)nc2ccccc2n1-c1ccccc1	?	?	?
O=C(CSC(=S)N1CCOCC1)Nc1ncc2c(n1)CCCC2=O	9.9%	3.9%	-1.4%
CC1CCN(c2ccccc2NC(=O)c2ccc(F)cc2)CC1	-26.6%	-16.1%	-2.5%
O=C(Nc1ccc(O)c(-c2nc3ccccc3o2)c1)c1ccc(-c2cccc(Cl)c2)o1	?	?	5.7%[12.3 µM]
CC(C)c1ccc(OCC(=O)NC2CC(C)(C)NC(C)(C)C2)c(Br)c1	?	?	4.3%
CCNc1nc(NCC)n2c(SCC(=O)Nc3cccc(Cl)c3)nnc2n1	?	?	/
O=C(Cn1c2ccccc2c2nc3n(c(=O)c21)CCS3)N1CCCC1	-8.2%	1.9%	5.7%
COc1ccc(OC)c(C(=O)c2oc3ccccc3c2NC(C)=O)c1	23.1µM*	16.4µM*	6.3%
Cc1sc2nc(CN3CCOCC3)nc(Oc3ccc(NC(=O)c4ccco4)cc3)c2c1C	-12.6%	-21.5%	4.9%&8.7%
CC(=O)C[C@@H]1SC[C@H](c2ccccc2)N1S(=O)(=O)c1ccc(C)cc1	14.6µM*	14.6µM*	/
CCNc1ccc(-c2nc(-c3ccccn3)no2)cc1[N+](=O)[O-]	-5.3%	-4.7%	11.4%
CSc1ncnc2c1ccn2CC(=O)Nc1ccc(C)c(C)c1	?	?	0.3%
CCNC(=S)N1CCN(S(=O)(=O)c2cccc(C(F)(F)F)c2)CC1	-16.9%	?	2.3%
COc1cccc(C(=O)N(c2ccccc2)C2C=CS(=O)(=O)C2)c1 (stereo not given)	-1.7%	4.8%	-2.5%
COc1cc2c(cc1OC)C(C)N(C(=O)CCNC(=O)c1ccccc1)CC2 (stereo not given)	-0.7%	27.7%	0.8%
Cc1ccc(-c2c(=O)n(O)c3ccccc3[n+]2[O-])cc1	-0.8%	11.0%	/
CC1CCN(S(=O)(=O)c2cccc(C(=O)Oc3ccc([N+](=O)[O-])cc3)c2)CC1	4.7%	6.5%	4.7%
O=C(NC1CCCCC1)c1noc2c1CCCCC2	-19.5%	?	-5.2%
O=C(NC1CCCC1)C1C(c2ccc(C(F)(F)F)cc2)=Nc2ccccc2N1C(=O)c1cccc2ccccc12 (stereo not given)	?	?	/
Cc1cc(C)c(S(=O)(=O)NCC2CCC(C(=O)NCc3ccccn3)CC2)c(C)c1 (stereo not given)	1.9%	11.6%	0.0%
CNC(=O)c1ccsc1NC(=O)CN1C(=O)CCC1=O	-2.8%	-6.0%	/
Cc1ccc(-n2c(C)cc(C(=O)CSc3n[nH]c(N)n3)c2C)cc1	?	13µM*	7.4%
c1ccc(-c2sc3ccccc3c2-c2ccc(OCCN3CCCCC3)cc2)cc1	?	?	6.5%
O=C(COc1cccc(C(F)(F)F)c1)NNC(=O)c1ccc(=O)[nH]c1	-8.5%	17.8%	-0.3%
CCN(C(=O)CN1CCC(C)CC1)c1c(N)n(Cc2ccccc2)c(=O)[nH]c1=O	-1.9%	5.6%	-3.0%
CC1CCC/C(=N\NC(=S)NCc2ccccc2)C1 (stereo not given)	-11.9%	-10.2%	10.1%
C/C(=N\NC(=O)c1cccc(Br)c1)c1cccc(NC(=O)c2ccc(C)o2)c1	-27.7%	?	9.2%
COc1ccc(NS(=O)(=O)c2cccc(C(=O)NCc3ccccn3)c2)cc1	-23.2%	-13.4%	/
